# Kir21 inh: blocks the mouse Kir2.1 inward-rectifier potassium channel. B-score at 10 µM. 310,000 tested, 0.85% active. HEK293-Kir2.1, FluxOR thallium flux fluorescence; stronger effect = lower value. AID 1672;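 active = fluorescence ratio B-score at or below minus 3 SD of library scores, with starting-brightness B-score within 2 SD, cut at about -4.2 in these data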;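 also: channel flux triggered by added potassium and thallium sulfate stimulus; B-score of peak minus minimum fluorescence over baseline after thallium stimulus; more negative B-score means stronger Kir2.1 block with less thallium influx; some compounds called inactive have numbers as strong as hits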
# Target sequence (P35561 whole entry, looked up): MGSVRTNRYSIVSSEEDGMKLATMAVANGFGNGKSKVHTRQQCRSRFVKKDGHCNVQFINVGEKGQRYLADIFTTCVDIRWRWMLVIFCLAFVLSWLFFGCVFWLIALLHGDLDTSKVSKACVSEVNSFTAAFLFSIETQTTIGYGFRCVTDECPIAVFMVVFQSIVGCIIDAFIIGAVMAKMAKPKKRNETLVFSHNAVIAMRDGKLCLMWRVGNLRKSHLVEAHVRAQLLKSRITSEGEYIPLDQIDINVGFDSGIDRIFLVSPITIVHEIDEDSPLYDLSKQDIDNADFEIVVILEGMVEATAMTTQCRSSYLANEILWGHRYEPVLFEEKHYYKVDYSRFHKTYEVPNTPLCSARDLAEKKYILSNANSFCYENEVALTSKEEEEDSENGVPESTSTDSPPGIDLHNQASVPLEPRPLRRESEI
# STK33 inh: human STK33 kinase inhibition; Q9BYT3; 320,000 tested, 0.073% active; AID 2661; purified STK33, MBP phosphorylation, ADP-Glo luminescence; inhibition, % at 10 µM;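 active = inhibition at or above 25%, using the most active replicate where run in duplicate; inactive = inhibition below 25%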
# Target sequence (Q9BYT3 whole entry, looked up): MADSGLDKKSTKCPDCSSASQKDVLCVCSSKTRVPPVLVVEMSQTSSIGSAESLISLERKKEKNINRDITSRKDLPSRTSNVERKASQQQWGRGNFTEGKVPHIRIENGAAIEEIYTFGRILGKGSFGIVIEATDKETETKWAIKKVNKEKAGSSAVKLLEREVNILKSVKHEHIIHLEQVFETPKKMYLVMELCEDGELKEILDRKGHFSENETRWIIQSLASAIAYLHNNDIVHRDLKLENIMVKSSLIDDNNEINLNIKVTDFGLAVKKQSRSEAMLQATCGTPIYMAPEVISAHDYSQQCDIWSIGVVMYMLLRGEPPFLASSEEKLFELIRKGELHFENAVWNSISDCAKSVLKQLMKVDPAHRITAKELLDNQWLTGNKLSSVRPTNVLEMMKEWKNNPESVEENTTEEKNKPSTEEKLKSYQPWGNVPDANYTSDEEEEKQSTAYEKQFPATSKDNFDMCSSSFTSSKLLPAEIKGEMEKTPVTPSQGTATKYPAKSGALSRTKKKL
# An asterisk follows results filed as active; · = no result given.
SMILES,Kir21 inh,STK33 inh
Cc1nc2ncnn2c(N2CCN(C(=O)Cc3cccs3)CC2)c1C,-0.75,·
COc1ccc(C2=[N+]([O-])C(C)(C)C(c3ccccc3)=N2)cc1,0.32,4.7
O=C(N/C(=C\c1cccnc1)c1nc2ccccc2[nH]1)c1cccc(Br)c1,-2.2,-1.6
CCCn1c(=N)n(CC(=O)c2ccc(OCC(=O)OC)cc2)c2ccccc21,1.38,0.3
O=C(Nc1ccccn1)C(=O)Nc1ccccn1,0.81,1.2
CCOC(=O)c1cnc2[nH]c3ccccc3n2c1=O,0.89,0.3
Cc1sc2nc(CSC(C)C(=O)Nc3ccccn3)[nH]c(=O)c2c1C (stereo not given),·,-0.4
COC(=O)Nc1ccc(S(=O)(=O)N2CCCC(C(=O)Nc3cccc4c3OCCO4)C2)cc1 (stereo not given),-0.07,1.5
Cc1ccc(C(=O)NCC(c2ccc(F)cc2)N2CCOCC2)cc1 (stereo not given),0.06,1.7
NC(=O)Nc1ccc(Oc2c(F)c(F)c(F)c(F)c2F)cc1,-0.57,-0.8
O=C1CCC([N+](=O)[O-])C(c2ccc(Cl)c([N+](=O)[O-])c2)N1 (stereo not given),1.1,-0.5
COc1ccc(NC(=O)CSc2nc3ccccc3nc2N2CCCCC2)cc1,-0.67,-1.9
CCOC(=O)C1(Cc2ccc(OC)cc2)CCN(C(=O)c2csc(C)n2)CC1,1.76,-0.8
Cc1ccc(NS(=O)(=O)c2cc3c(cc2C)NC(=O)CO3)cc1,-0.79,2.9
O=C(COC(=O)/C=C/c1cccc([N+](=O)[O-])c1)NCCCN1CCCC1=O,-0.81,-1.3
Cn1cc(C(=O)NCCO)c(=O)c2ccccc21,0.45,-1.3
Cc1ccc(S(=O)(=O)N(CC2CO2)c2ccccc2[N+](=O)[O-])cc1 (stereo not given),0.02,-0.6
COc1ccc(-n2c(Cc3cccn3C)nnc2SCC(=O)Nc2ccc(C)cc2)cc1,0.05,-0.2
CCc1cc(C(=O)N2CCN(S(=O)(=O)c3cc(C)ccc3C)CC2)sc1C,·,1.0
O=c1cc(N2CCCCC2)c(-c2ccccc2)nn1Cc1ccccc1,0.73,0.1
Cc1cc(OCCOCCNCc2ccccc2)ccc1C(C)C,-7.84*,-4.3
CC(=O)Oc1ccc2occ(C(=O)c3cccs3)c2c1,0.04,-0.2
O=C(CSc1nnc(CNC(=O)c2c(F)cccc2Cl)o1)c1ccccc1,-0.82,-1.8
O=c1[nH]cccc1-c1nc2ccccc2n1Cc1ccc(Cl)cc1,-1.53,-0.2
Cc1ccnn2c(-c3ccccc3)c3c(=O)n(C)c(=O)n(C)c3c12,1.7,·

# Next results.
SMILES,Kir21 inh,STK33 inh
CC(=O)Nc1ccc(C2NC(=S)N(c3ccccc3C(F)(F)F)C(C)=C2C(=O)N2CCOCC2)cc1 (stereo not given),0.74,-0.2
Cc1c2c(nc3c(C(=O)NC4CC4)cnn13)CCCC2,0,·
CC(C)OCCCn1c(=O)c2ccccc2n2c(CCC(=O)NC3CCN(Cc4ccccc4)CC3)nnc12,1.66,0.6
CCOC(=O)C1=C(C)NC(=O)NC1c1c(OCC(=O)N2CCCCC2)ccc2ccccc12 (stereo not given),-0.44,1.1
CC(C)NC[C@@H](O)c1ccc(O)c(O)c1,0.97,1.7
Cc1ccc(OCCNCc2ccccc2)c(C)c1,-4.63*,-4.0
COc1ccc(C(=O)NC(Cc2ccccc2)c2ccc3c(c2)OCCCO3)cc1 (stereo not given),0.46,-1.7
Cn1c(SCC(=O)Nc2ccccc2-c2ccccc2)nnc1-c1ccco1,-1.96,0.4
COC(=O)c1ccc(N=Nc2c(C)[nH]n(-c3ccccc3)c2=O)cc1,0.79,-0.3
Cc1ccc(NC(=O)C2CCCN2C(=O)OCc2ccccc2)c(O)c1 (stereo not given),-2.41,-0.5
CCC(=NC(C)c1ccccc1)c1c(O)n(C)c(=O)n(C)c1=O (stereo not given),-1.74,-0.5
CCN(CC(=O)Nc1c(F)cccc1F)C(=O)c1ccc2c(c1)OCO2,·,-1.5
CC(=O)Nc1ccc(NC(=O)CCC(=O)NCCO)cc1,2.97,-4.0
CN(/N=C/c1cccc(Br)c1)C1=NS(=O)(=O)c2ccccc21,-1.38,-0.4
O=C1c2ccccc2C(=O)N1CC1c2ccccc2CCN1S(=O)(=O)c1cnc[nH]1 (stereo not given),-0.16,0.7
CC(C)(C)OC(=O)NNC1CC(=O)N(c2ccccc2F)C1=O (stereo not given),2.26,-1.4
CC(C)CC(c1nnnn1C(C)(C)C)N1CCN(C2CCCC2)CC1 (stereo not given),-0.36,-1.1
COc1ccc(Cc2nnc(SCC(=O)Nc3ccc(N4CCOCC4)cc3)o2)cc1,0.55,0.0
Cc1sc2nc(CN(C(=O)c3cccs3)C3CCCC3)[nH]c(=O)c2c1C,-0.22,0.4
CCCSc1nc2c3c(sc2c(=O)[nH]1)CC(C)(CC)OC3 (stereo not given),-0.47,-0.4
COc1ccc(N=C2SC(CC(=O)Nc3cccc(Cl)c3)C(=O)N2Cc2ccco2)cc1 (stereo not given),0.61,3.7
N=C1c2ccccc2CN1c1ccc(N2CCOCC2)c(S(=O)(=O)Nc2ccc(Cl)cc2)c1,-2.92,1.3
COc1ccc(NC(=O)N(Cc2ccc(C)cc2)Cc2ccccn2)c(OC)c1,0.24,-1.2
COc1cc(CN2CCSCC2)cc(OC)c1OC,0.58,-0.5
Cc1cccc(C)c1Nc1ncnc(N)c1[N+](=O)[O-],-1.1,-2.2

# The list continues:
SMILES,Kir21 inh,STK33 inh
Cc1ccc(Cl)c(OC(=O)c2nn(C(C)C)c(=O)c3ccccc23)c1,-0.37,-1.3
O=C(Nc1cccc2ccccc12)c1cnsn1,-0.54,-0.4
O=C(CNC(=O)c1ccco1)Nc1ccc(Cl)cc1,0.01,0.0
COc1cc(C(=O)NNC(=O)c2ccc3ccccc3n2)cc(OC)c1OC,·,1.9
CCOc1ccc(NC(=S)N=Nc2c(O)[nH]c3ccccc23)cc1,0.94,-3.0
Cc1ccc(-c2csc(NC(=O)c3ccc(F)cc3)c2C(=O)O)cc1,-0.09,-1.1
COc1ccc(-c2ccc3c(c2)S(=O)(=O)c2cccc(C(=O)NCc4cc(C)oc4C(F)(F)F)c2C3=O)cc1OC,·,1.7
Cc1ccc(-c2ccc(SCC(=O)NCC3CCCO3)nn2)cc1 (stereo not given),2.92,-0.4
CCOC(=O)Cn1c2c(c(=N)c3c1CCC3)CCCC2,0.27,·
COc1ccc(C(=O)NC(=S)NCc2ccco2)cc1OC,1.15,-1.4
O=C(C1CCC(CNS(=O)(=O)c2ccccc2)CC1)N1CCOCC1 (stereo not given),0.03,-0.5
Cc1cc(C)nc(N/N=C2/CCCC/C2=C\c2ccccc2)n1,3.09,-0.2
CSc1nc(NCC(C)C)nc(N2CCOCC2)n1,1.11,-1.6
CCCCCCCC(=O)Oc1ccc(C(=O)Nc2cc(C)on2)cc1,0.86,-0.6
CC(=O)c1ccc(N2CCN(S(=O)(=O)c3ccc4ccccc4c3)CC2)cc1,·,0.2
CN(C)CCCOC(=O)c1ccccc1Cl,·,-2.3
O=C(NCCCN1CCCC1=O)C1CCN(S(=O)(=O)c2c(Cl)cccc2Cl)CC1,0.92,-1.8
O=C(c1ccc2oc(Cc3ccc(Cl)cc3)nc2c1)N1CCCCC1CCO (stereo not given),0,-1.3
Cc1ccc(C(=O)Nc2ccc(N3CCOCC3)nc2)cc1,0.03,-1.9
Cc1ccc(C(=O)CCC(=O)N2CCN(c3ccc(F)cc3)CC2)cc1,-0.48,-0.3
CCN1CCN(CC(O)COC(C)C)CC1 (stereo not given),-0.59,-0.4
NC(=O)NOCc1ncc(C(F)(F)F)cc1Cl,0.3,-0.6
O=C(CSc1ccc2ccccc2c1)Nc1ccncc1,-0.68,0.7
CC(C)N(C=O)C1(C(=O)NC2CCCCC2)CCCCC1,0.02,-3.8
CC(C)CNc1oc(-c2ccco2)nc1C#N,-0.05,-3.9

# More records.
SMILES,Kir21 inh,STK33 inh
CCc1noc(C)c1C(=O)N(C)CC(=O)Nc1cccc(OC)c1,·,-1.1
CCN1C(=O)N(CC)C(O)(c2ccccc2)C1(O)c1ccccc1 (stereo not given),2.19,-1.9
CC(/C=N/NC(=O)c1ccncc1)=C\c1ccco1,-0.73,·
COc1ccccc1-c1coc2c(CN3CCOCC3)c(O)ccc2c1=O,0.97,1.5
Cc1cc(/C=C(/C#N)c2nc3ccccc3[nH]2)c(C)n1-c1cc(C(=O)O)cc(C(=O)O)c1,-3.1,·
CCC(CC)C(=O)OCC(=O)Nc1cc(OC)c([N+](=O)[O-])cc1C,2.71,-0.7
O=[N+]([O-])c1ccc(CNc2ccc(F)cc2)s1,1.68,-0.1
CCc1cccc(OCCCCN(CC)CC)c1,-0.28,-0.2
C=CCNc1nc2ccccc2nc1NS(=O)(=O)c1ccc(OC)cc1,-0.13,-1.4
Cc1ccc(Oc2ccc(OCC(=O)NC(CC(C)C)C(=O)O)cc2)cc1 (stereo not given),-1.5,-1.8
Cc1cc(NC(=O)CSc2nnc(-c3ccncc3)n2-c2ccc(F)cc2)no1,-1.09,-0.9
Cc1ccc(OCCC(=O)OCC(=O)Nc2ccc(F)cc2)cc1,1.81,·
Cc1ccc(NC(=O)C2CCCN2S(=O)(=O)c2ccc3c(c2)n(C)c(=O)c(=O)n3C)c(C)c1 (stereo not given),1.41,-0.7
O=C(CSc1nnc(-c2ccco2)o1)N1CCN(c2ccccc2)CC1,-0.06,-1.5
CCOc1ccc(NC(=S)NCCCn2ccnc2)cc1,0,-0.6
COC(=O)c1c(-c2ccc(C)cc2)csc1NC(=O)c1c(-c2ccccc2)noc1C,-0.16,0.4
CNc1ccc(/C=C2\CSc3ccccc3C2=O)cc1[N+](=O)[O-],0.05,-0.9
CCC1(C)OC(=O)N2CCc3c(C)[nH]c4c(C)ccc(c34)C21C (stereo not given),-1.75,-0.7
COC(=O)C1=NN(C(=O)c2ccccc2)C(C)(O)C1 (stereo not given),0.03,-2.3
O=C(NCCCN1CCOCC1)c1cccc(NS(=O)(=O)c2ccc(Br)cc2)c1,·,-0.9
COCCn1cnc2c(c1=O)c1nc3ccccc3nc1n2/N=C/c1ccco1,-0.08,4.1
CSCC[C@H](NC(=O)[C@@H]1Cc2c([nH]c3ccccc23)C2c3ccccc3C(=O)N21)C(=O)NCC1CCCO1 (stereo not given in full),0.32,0.2
Cn1c(N)c(C(=O)CSc2nnc(-c3ccccc3F)n2N)c(=O)n(C)c1=O,-0.01,-0.8
Cc1ccsc1/C=N/NC(=O)c1ccc2nc[nH]c2c1,-0.44,2.9
CN(C(=O)c1ccc(NC(=O)Cc2cccc(NC(=O)C3CCN(C(=O)C4CCC4)CC3)c2)cc1)C1CCCC1,·,0.4

# The listing continues.
SMILES,Kir21 inh,STK33 inh
Cc1ccc(C(=O)N2CC=C(c3ccccc3)CC2)s1,-0.1,-1.4
N/C(=N\OC(=O)c1ccc(Cl)c(Cl)c1)c1cccnc1,1.45,-0.8
Cc1n[nH]c(C)c1CCN(C)C(=O)C1CCC(=O)N(CC2CCCCC2)C1 (stereo not given),2.23,-0.2
CC(=O)Nc1ccc(S(=O)(=O)N2CCc3c(Cl)cccc3C2)cc1,2.26,-0.4
COc1ccccc1CN(C)C(=O)CSCC(=O)Nc1ccccc1F,·,-0.5
O=C(NCCCn1ccnc1)c1cc2c(s1)CCCC2,0.78,-0.1
CCN1C(=O)c2cccc3c(S(=O)(=O)Nc4ccccc4OC)ccc1c23,0.98,-0.7
O=C(NC(=S)N1CCN(c2ccc(Cl)cc2[N+](=O)[O-])CC1)c1cccs1,-0.51,-0.9
COCc1cc(C)nc(SCC(=O)Nc2ccc(C)c(C)c2)c1C#N,0.19,-0.9
COc1ccc(Cc2n[nH]c(=S)n2-c2ccc3c(c2)OCCO3)cc1,1.77,-3.0
COc1ccc(/C=N\NC(=O)C2C(=O)NCC2c2ccccc2)cc1O (stereo not given),0.88,-0.3
C=CCOc1ccc(C2=NOC(C(=O)Nc3ccc4c(c3)OCCO4)C2)cc1OC (stereo not given),2.48,-0.8
Cc1ccc(NC(=O)COC(=O)CNC(=O)C2CCCCC2)c(Br)c1,2.35,0.4
O=c1[nH]c(C2CCCN(S(=O)(=O)c3ccccc3)C2)nc2c1nnn2Cc1ccc(OC(F)(F)F)cc1 (stereo not given),-0.8,-0.9

# Of the compounds above, these have a thiophene ring, fused or not:
SMILES,Kir21 inh,STK33 inh
Cc1nc2ncnn2c(N2CCN(C(=O)Cc3cccs3)CC2)c1C,-0.75,·
Cc1sc2nc(CSC(C)C(=O)Nc3ccccn3)[nH]c(=O)c2c1C (stereo not given),·,-0.4
CCc1cc(C(=O)N2CCN(S(=O)(=O)c3cc(C)ccc3C)CC2)sc1C,·,1.0
CC(=O)Oc1ccc2occ(C(=O)c3cccs3)c2c1,0.04,-0.2
Cc1sc2nc(CN(C(=O)c3cccs3)C3CCCC3)[nH]c(=O)c2c1C,-0.22,0.4
CCCSc1nc2c3c(sc2c(=O)[nH]1)CC(C)(CC)OC3 (stereo not given),-0.47,-0.4
Cc1ccc(-c2csc(NC(=O)c3ccc(F)cc3)c2C(=O)O)cc1,-0.09,-1.1
O=[N+]([O-])c1ccc(CNc2ccc(F)cc2)s1,1.68,-0.1
COC(=O)c1c(-c2ccc(C)cc2)csc1NC(=O)c1c(-c2ccccc2)noc1C,-0.16,0.4
Cc1ccsc1/C=N/NC(=O)c1ccc2nc[nH]c2c1,-0.44,2.9
Cc1ccc(C(=O)N2CC=C(c3ccccc3)CC2)s1,-0.1,-1.4
O=C(NCCCn1ccnc1)c1cc2c(s1)CCCC2,0.78,-0.1
O=C(NC(=S)N1CCN(c2ccc(Cl)cc2[N+](=O)[O-])CC1)c1cccs1,-0.51,-0.9

# Assay outcomes (PubChem)

# Compounds were not picked by outcome; any-hit rate near 0.84%.
